High-throughput results: PubChem, Fisher Drug Discovery Resource Center
mcGAS RapidFire: mouse cGAS inhibition by mass spec; Q8C6L5; recombinant mouse cGAS, cGAMP by RapidFire MS; inhibition, % at 12.5 µM; 130,000 compounds, 0.18% hits;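 active means inhibition of cGAS enzyme activity at or above 60%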;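 further: enzyme stimulated by 45 bp dsDNA with ATP and GTP substrates; cGAMP share of summed cGAMP plus half ATP and half GTP signals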
Target sequence (Q8C6L5 whole entry, looked up): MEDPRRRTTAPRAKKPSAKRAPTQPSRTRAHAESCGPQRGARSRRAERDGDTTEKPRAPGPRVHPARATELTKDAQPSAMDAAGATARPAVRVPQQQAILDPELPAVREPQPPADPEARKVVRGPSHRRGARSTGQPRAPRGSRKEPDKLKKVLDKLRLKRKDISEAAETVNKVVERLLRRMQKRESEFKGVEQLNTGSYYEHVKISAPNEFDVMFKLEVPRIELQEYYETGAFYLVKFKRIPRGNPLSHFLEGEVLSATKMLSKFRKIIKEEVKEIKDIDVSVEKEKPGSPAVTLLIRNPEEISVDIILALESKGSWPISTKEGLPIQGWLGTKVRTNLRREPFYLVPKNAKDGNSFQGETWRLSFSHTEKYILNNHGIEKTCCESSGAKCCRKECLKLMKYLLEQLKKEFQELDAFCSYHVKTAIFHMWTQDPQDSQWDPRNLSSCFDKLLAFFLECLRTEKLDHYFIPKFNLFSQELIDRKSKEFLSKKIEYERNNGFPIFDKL
Starred values were filed as active, the others as inactive. Not all compounds are listed; rates above refer to the full screens.

SMILES	mcGAS RapidFire
c1ccc(C2CCCN2Cc2ccc(-c3ccn[nH]3)o2)nc1 (centres undefined)	-22
CCCn1c(SCC(O)c2ccccc2Cl)n[nH]c1=O (centres undefined)	-5
CNC(=O)CN(C)c1nc(-c2ccncc2)nc2c1CCN(C(C)=O)C2	-5
CCOc1ccc(C#N)cc1NC(=O)CCc1ccc(OC)c(F)c1	-13
CC(c1ccncc1)n1ncc2cc(CCCO)cnc21 (centres undefined)	-3
COc1ccc(-n2nnc3c(=O)n(CC(=O)NCc4ccc(F)cc4)cnc32)cc1	4
CC1COCCN1C(=O)CCCC1CCCCC1 (centres undefined)	3
CC(C)N(Cc1ccc2c(c1)OCO2)C(=O)c1cccc(-n2cnnc2)c1	-6
COCCn1c(=O)c2c(nc3n2CCCN3c2ccc(OC)cc2)n(C)c1=O	-2
COc1cccc(CCNC(=O)CC2CSc3nc4c(c(=O)n32)CCCC4)c1 (centres undefined)	-7
Cc1ccsc1CNc1ccccc1C(=O)N(Cc1nccn1C)C1CC1	-8
CC1(C)Cc2ccccc2C2=CC(=O)C(=O)N21	-8
COc1ccc(C2CCCCN2C(=O)c2ccc(C(F)(F)F)o2)cc1 (centres undefined)	-3
CCC(Sc1ncccc1Nc1ccccn1)C(=O)O (centres undefined)	-7
COCCN1CC(C(=O)N(C)Cc2ccsc2)CC1=O (centres undefined)	0
Cc1ccc2ncn(CC(=O)NC(C)c3ccc(C)c(C)c3)c(=O)c2c1 (centres undefined)	-7
NS(=O)(=O)c1ccc(Sc2nnc3ccccn23)c([N+](=O)[O-])c1	-1
CN(CC1COCCO1)S(=O)(=O)NCc1ccccc1 (centres undefined)	11
CC(C)(CNC(=O)c1sccc1-c1ccccc1)N1CCOCC1	-12
CCOc1ccc2nc(N3CCCN(Cc4ccoc4)CC3)nc(C)c2c1	-5
CN1CCN(C(=O)c2ccnc(-c3cc(N)nc4[nH]ccc34)c2)CC1	4
COc1ccc(Oc2cc(Cl)ncn2)cc1	-3
O=C(CN1CCN(CCOc2ccccc2)CC1)Nc1ccccc1N1CCCC1	0
CCS(=O)(=O)c1ccc(O)c(NC(=O)COc2ccc(Cl)c(C)c2)c1	0
C=CC[C@@H]1CC=C[C@@H](C)N1C(=O)CCn1c(C)cc(C)nc1=O	-19
Cc1csc(Cn2nnc(-c3ccccc3Br)n2)n1	-1
COc1ccc(CCN2CC(C(=O)NCCN3CCCC3=O)CCC2=O)cc1 (centres undefined)	-9
CCN1C(=O)C2(CCCCC2)NC1c1cnc(C(C)(C)C)s1 (centres undefined)	-4
Cc1cccc(NC(=O)CC2CSc3ncc(C)c(=O)n32)n1 (centres undefined)	-6
CC1CC(C)CN(CCNC(=O)c2scnc2Cl)C1 (centres undefined)	-14
Cc1cc(N)n(-c2nc(-c3cccs3)cs2)n1	1
CC(C)c1ccccc1NC(=O)c1ccc(-c2ccccc2CO)o1	-27
CN(C)C(=O)N1CCC(C(=O)NC2CC(=O)N(C3CCCCCC3)C2)CC1 (centres undefined)	-3
COc1ccc(Br)cc1S(=O)(=O)N1CCCN(Cc2ccc(Cl)cc2)CC1	-2
CN(C)c1nc(N(C)C)nc(N(C#N)Cc2ccc(Cl)cc2)n1	-22
CN(Cc1ccccc1)c1ncccc1CNC(=O)c1ncoc1C1CC1	-7
COc1cccc(COc2c[nH]c(C(=O)Nc3ccccc3OC)cc2=O)c1	-2
CC(Cc1ccc2c(c1)OCO2)CN1CCn2c(nnc2C(=O)NC2CCCCC2)C1 (centres undefined)	-11
Cc1ccc2cc(CN3CCN(Cc4cccc(F)c4)CC3)c(=O)[nH]c2c1	2
CC(=O)Nc1c[n+]2c(n1-c1ccc(Br)cc1)CCCCC2	18
Cc1ccccc1N1CCN(c2ncccc2CNC(=O)NC(C)(C)C)CC1	-18
COCCNC(=O)c1sc(=O)n(Cc2ccc(S(C)(=O)=O)cc2)c1C	-4
CC/C=C(\C)CN1CCC(CNC(=O)c2cccc(O)c2C)C1 (centres undefined)	-22
Cc1cc(N2CCCC(c3[nH]ncc3Cc3ccccc3)C2)nc(N)n1 (centres undefined)	-9
Cc1ccsc1[C@@H]1CCN(C(=O)CCNC(=O)c2ccccc2F)C[C@H]1O	-3
CN1CCCC2(CC1)CCN(C(=O)CCCOc1ccccc1)CC2	-8
CC(C)C(=O)Nc1ccc(SCc2cccnc2)nn1	6
CC(=O)CCN1C(=O)NC(C)(c2c(F)cccc2F)C1=O (centres undefined)	5
O=S(=O)(c1ccc(Nc2cn[nH]c2)cc1)C(F)(F)F	-1
O=C1CCCN1C1CCCN(S(=O)(=O)CCOc2ccc(F)cc2)C1 (centres undefined)	-11
COc1cc(OC)c2c(c1)S(=O)(=O)C(c1ccccc1)=C2N	-7
CN(C)CCN1CC(C(=O)N(C)Cc2nc3ccc(F)cc3[nH]2)CC1=O (centres undefined)	-5
CCOC(=O)C1(Cc2cccc(Cl)c2)CCCN(Cc2cnc(N)nc2)C1 (centres undefined)	2
CC=CCSc1nc2c(c(=O)[nH]c(=O)n2C)n1CC=CC	-2
CCCC1COCCN1C(=O)CN1CC(=O)NC1=O (centres undefined)	-31
CCc1nc(C)c(C(=O)NCCSc2nnc(C)s2)s1	-24
CCn1c(C2CCN(CCC(C)c3ccc(C)o3)CC2)n[nH]c1=O (centres undefined)	11
CN(C)C(CNC(=O)c1ccc(S(=O)(=O)NC2CC2)o1)c1ccco1 (centres undefined)	-2
CCC(C)C(Nc1ncc(C#N)cc1Cl)C(N)=O (centres undefined)	-3
Nc1cccc(-c2cn(Cc3ccccc3)nn2)c1	2
More structures
SMILES	mcGAS RapidFire
Cc1nc2ccccc2c(=O)n1C(C)C(=O)Nc1ccc(Cl)cc1F (centres undefined)	-10
O=C(Cn1ccc2ccccc2c1=O)NCc1ccc(Cl)cc1	-3
Cc1ccc(-n2nc3c(c2NC(=O)c2ccc(OC(C)C)cc2)CS(=O)C3)cc1 (centres undefined)	-2
CCN(CC)C(=O)CCC(=O)N1CCC(C)c2ccccc21 (centres undefined)	-5
O=C(NC1CCCc2nc(N3CCC(CO)CC3)ncc21)c1ccccn1 (centres undefined)	-6
COCC1(C(=O)NCc2cccnc2Oc2ccccc2C)CCC1	-15
CCN(CC(=O)NCc1ccc(F)cc1)Cc1cc2c(cc1Br)OCCO2	-2
Oc1c(C(c2ccccn2)N2CCN(c3ccccn3)CC2)ccc2cccnc12 (centres undefined)	1
COC(=O)c1cc(F)cc(OC)c1NC(=O)Cc1cccs1	-6
O=c1cccnn1CCNS(=O)(=O)c1ccc2c(c1)OCCO2	-7
Cc1ccc(C(=O)N2CCC(CCC(=O)NCc3cccnc3)CC2)s1	-6
CC(C)c1ccc(-c2nc(NCCN3CCOCC3)nc3nn(C)c(N)c23)cc1	-7
COCCN1CC(C(=O)NCCc2nc(-c3ccccc3)no2)CCC1=O (centres undefined)	-2
CCN(CC)C(=O)c1sc(NC(=O)c2cc(OC)cc(OC)c2)c(C(=O)OC)c1C	-9
CCCCn1c(N)c(N(CC(C)C)C(=O)CCCSc2nncs2)c(=O)[nH]c1=O	-9
Cn1c(NCCN2CCCC2)nc2cc(-c3ccccc3)sc2c1=O	9
COc1cccc(-n2nnc3c(=O)n(CC(=O)NC4CCCCC4)cnc32)c1	4
COC(=O)Cc1cc(=O)n(-c2ccc(OC(F)(F)F)cc2)[nH]1	-2
COc1ccccc1N(CCC#N)C(=O)CSc1nc(C)cs1	23
O=C1CCCN2C(=N1)SC(=S)N2CN1CCN(c2ccccc2)CC1	-1
CCN(CC)CCN(C(=O)C1=COCCO1)c1nc2c(OC)ccc(Cl)c2s1	-4
O=S(=O)(c1ccccc1)N1CCNCC1	0
COC(OC)(OC)c1cc2ccccc2c(=O)[nH]1	2
CN(C)CCSc1nnnn1-c1ccccc1	1
Cc1c(C(=O)NC2CC2)sc(=O)n1CCOc1ccc(F)cc1	-5
O=C(c1cccc(F)c1)N1CCCC(OCc2ccccc2)C1 (centres undefined)	-5
CC(C)c1cccc(NC(=O)C2CCS(=O)(=O)C2)c1 (centres undefined)	-7
COc1cccc2c(=O)n(CCN3CCNCC3)cnc12	33
CN(CC(=O)N(C)c1ccccc1)CC12CC3CC(CC(C3)C1)C2	-2
CN(Cc1nc(-c2cnccn2)no1)CC(O)c1ccccc1 (centres undefined)	-9
COc1ccc(NC(=O)NCCS(=O)(=O)c2c(C)n(Cc3ccc(F)cc3)c3ccccc23)cc1	-16
N=C1C(c2nc3ccccc3c(=O)[nH]2)C(=O)CN1c1ccccc1F (centres undefined)	0
CC1Cc2nc(SCC(=O)NCc3ccccc3)n(C)c(=O)c2S1 (centres undefined)	-7
CCOc1ccccc1CN1CCN(Cc2ccc(Oc3ncccn3)cc2)CC1CCO (centres undefined)	-4
O=c1c2cnc3nc(-c4ccncc4)nn3c2ccn1C1CCCCCC1	2
N#CCCN(C(=S)Nc1cccnc1)c1ccccc1F	19
CC(C)n1ncc2cc(N)cnc21	-5
OCC1(CC2CCCCO2)CCNCC1 (centres undefined)	-1
COc1ccc(CNC(=O)COc2ccc(C)c3c2C(=O)CC3C)cc1OC (centres undefined)	-6
COc1ccc(OCCCn2c(CN(C)C(=O)c3ccco3)nc3ccccc32)cc1	-14
CC1CCN(C(CNC(=O)N2CCC(C#N)CC2)c2ccccc2)CC1 (centres undefined)	-13
Cn1c(=NC(=O)c2cc(Cl)sc2Cl)sc2cc(F)ccc21	-4
CC(C)(C)OC(=O)N1CCC(C(=O)O)CC1	-4
CS(=O)(=O)NCC1CCN(C2CSCCSC2)C1 (centres undefined)	-15
O=C1CCCc2c1nc(-c1ccccc1)n2O	-3

An excerpt of these results, in markdown.
| SMILES | mcGAS RapidFire |
| --- | --- |
| COc1ccc(CNC(=O)COc2ccc(C)c3c2C(=O)CC3C)cc1OC (centres undefined) | -6 |
| OCC1(CC2CCCCO2)CCNCC1 (centres undefined) | -1 |
| CC(C)(C)OC(=O)N1CCC(C(=O)O)CC1 | -4 |

The results go on:
SMILES	mcGAS RapidFire
CCc1ccc(C(=O)N2CCCSC2=NCC(C)C)cc1	0
CC(Nc1ccc2nnnn2n1)c1ccc(Cl)cc1Cl (centres undefined)	2
CCOC(=O)c1cc(C#N)c(SCC(=O)O)[nH]c1=O	10
Cc1ccc(CN(C(=O)c2cc3cc(Cl)ccc3[nH]2)C(C)C)o1	-26
COC(=O)c1ccc(CN2CCCC(C(=O)c3ccc(OC)c(F)c3)C2)cc1 (centres undefined)	-6
CN1C(=O)C2(NC(CCC(=O)O)C3C(=O)N(c4ccccc4)C(=O)C32)c2ccccc21 (centres undefined)	-21
O=C(NCC1CCCN(S(=O)(=O)c2ccsc2)C1)c1ccco1 (centres undefined)	-3
OC(CSc1nc2n(n1)CNc1ccccc1-2)c1ccccc1 (centres undefined)	-8
O=C(Nc1ccnn1C1CCN(Cc2cccc3nonc23)CC1)C1CCCC1	-8
O=C(c1ccccc1Cc1ccc(Cl)cc1)N1CCOC(C(F)(F)F)C1 (centres undefined)	1
Cc1cccc(N2CCN(S(=O)(=O)c3nn(Cc4ccccn4)cc3C(=O)O)CC2)c1	-5
O=C(C1CC1)N1CCCC(N2CCN(CCOc3ccccc3)CC2)C1 (centres undefined)	-6
Cc1c(C(=O)NCc2ccc(C(C)C)cc2)sc(=O)n1Cc1ccccc1F	-4
Cc1nc(C(C#N)=Cc2ccco2)sc1-c1ccccc1	-5
CC(C)CCNC(=O)c1cccnc1N1CCCC1	-4
CC(=O)Nc1cc(NC(=O)NCc2scnc2C)c(F)cc1F	-3
Cc1oc(-c2ccccc2)nc1CN1CC(C(N)=O)CCC1C (centres undefined)	-14
CSc1ncccc1C(=O)N1CCCC(Nc2ccc3c(c2)OCO3)C1 (centres undefined)	-4
CCOc1ccc(N2CCN(C(=O)Cc3ccccc3)C(C)C2=O)cc1 (centres undefined)	-8
NS(=O)(=O)c1cc(C(=O)Nc2cccc(OC3CCCC3)c2)cs1	3
Cc1ccc(-n2ncc3c(C(C)C)nn(CC(=O)N4CCOCC4)c(=O)c32)cc1C	-5
Cc1nc(CSCC(=O)O)cs1	-15
Cc1cc(C=CC(=O)Nc2ccc3[nH]c(=O)[nH]c3c2)c(C)n1C1CCCCC1	11
COC(=O)/C=C/c1ccc(OS(=O)(=O)c2cc(Cl)ccc2Cl)cc1	-7
Cc1csc2nc(CSc3nnc(-c4ccco4)n3C)cc(=O)n12	-8
COc1cc2c(cc1O)C(SC)=NC(C)(C)C2	-6
COc1ccc(C(C)NC(=O)N2CCC(Nc3ccc(C)cc3)CC2)c(OC)c1 (centres undefined)	-3
CCOC(=O)CN1C(=O)CSC1=CC#N	82*
CC1(C)CC(=O)C2=C(C1)Oc1ccccc1C2CC(=O)c1cccs1 (centres undefined)	-4
CS(=O)(=O)NCc1ccc(C(=O)NCC#Cc2ccccc2)o1	2
CSc1ccc(OC(C)C(=O)NC2CCCC2n2ccnc2)cc1 (centres undefined)	-12
CCN(CC)C(=O)[C@@H]1C[C@H](N)CN1C(=O)c1ccc(=O)[nH]c1	9
CCC1CN(Cc2ccnn2-c2ccccc2)CCN1C(C)C (centres undefined)	-18

Among those listed so far, 15 have an aryl thioether with sulfur outside any ring.
SMILES	mcGAS RapidFire
CCCn1c(SCC(O)c2ccccc2Cl)n[nH]c1=O (centres undefined)	-5
CCC(Sc1ncccc1Nc1ccccn1)C(=O)O (centres undefined)	-7
NS(=O)(=O)c1ccc(Sc2nnc3ccccn23)c([N+](=O)[O-])c1	-1
CC(C)C(=O)Nc1ccc(SCc2cccnc2)nn1	6
CC=CCSc1nc2c(c(=O)[nH]c(=O)n2C)n1CC=CC	-2
CCc1nc(C)c(C(=O)NCCSc2nnc(C)s2)s1	-24
CCCCn1c(N)c(N(CC(C)C)C(=O)CCCSc2nncs2)c(=O)[nH]c1=O	-9
COc1ccccc1N(CCC#N)C(=O)CSc1nc(C)cs1	23
CN(C)CCSc1nnnn1-c1ccccc1	1
CC1Cc2nc(SCC(=O)NCc3ccccc3)n(C)c(=O)c2S1 (centres undefined)	-7
CCOC(=O)c1cc(C#N)c(SCC(=O)O)[nH]c1=O	10
OC(CSc1nc2n(n1)CNc1ccccc1-2)c1ccccc1 (centres undefined)	-8
CSc1ncccc1C(=O)N1CCCC(Nc2ccc3c(c2)OCO3)C1 (centres undefined)	-4
Cc1csc2nc(CSc3nnc(-c4ccco4)n3C)cc(=O)n12	-8
CSc1ccc(OC(C)C(=O)NC2CCCC2n2ccnc2)cc1 (centres undefined)	-12
